Screens: PubChem BioAssay, University of Kansas High Throughput Screening Laboratory
mHTT-CaM PPI inh: mutant huntingtin-calmodulin interaction inhibitors – biochemical, AlphaScreen, primary screen. inhibition, % at 15 µM. AlphaScreen His-mHTT/GST-CaM binding, luminescence. 3.6% of 190,000 active;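 further: 0% = both proteins with DMSO and 100% = one protein alone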
Pf apPOL inh: Pf-apPOL inhibitors, biochemical, fluorescence. Plasmodium falciparum apicoplast DNA polymerase (apPOL). Recombinant Pf-apPOL, molecular beacon fluorescence, 1.5 h. inhibition, % at 10 µM. 0.25% of 210,000 active
* hit, by the source's call; · = not tested or not shown; & = joins results of further samples. No stated cut-off is given here; in the data, active means inhibition above about 50%; inactive means the rest.

compound,mHTT-CaM PPI inh,Pf apPOL inh
O=C(Nc1cnc2ccccn2c1=O)c1ccc(F)cc1,-1,-16
CCc1cccc(C)c1NC(=O)c1ccc(C(=O)Nc2c(C)cccc2CC)cc1,-5,-2
c1nc2nc3c(c(NCC4CC4)n2n1)CCC3,-3,-5
Cc1ccc2c(c1)N(Cc1ccc(C(=O)NC(C)C)cc1)C(=O)CO2,-4,0
COc1ccc(CCNC(=O)C2CSCCC(=O)N2)cc1OC (stereo not drawn),-3,-6
CCOc1cc(/C=C2\C(=O)NC(=O)N(c3ccc(F)cc3)C2=O)ccc1O,5,-11
CCCCCCc1cc2cc(-c3csc(-c4ccccc4)n3)c(=O)oc2cc1OC(C)=O,-2,-4
CC1CCN(S(=O)(=O)c2ccc(F)cc2)CC1,-17,-8
CN(CC(=O)NC1CCCCC1)S(=O)(=O)c1ccc(Cl)cc1,-1,-8
O=C(Nc1ccccc1)Nc1nnc(-c2ccccc2I)s1,-4,-2
CC(=O)Nc1cc(C(=O)c2cccs2)nn(-c2ccc(Cl)cc2)c1=O,·,32
Cc1cc(NS(=O)(=O)c2ccc(NC(=O)COc3c(C)ccc(C)c3C)cc2)nc(C)n1,26&13,-6&-6
Cc1c(N=NC2=C(O)CC(C)(C)CC2=O)c(=O)n(-c2ccccc2)n1C,·,-196
Cc1nc2ccc(Cl)cn2c(=O)c1Cl,-4,-3
On1c(-c2ccccc2)nc2c1CCc1nonc1-2,-5,-1
N#Cc1ccc(C(=O)N2CCC(c3nc(CCNC(=O)C4CCC4)cs3)CC2)cc1,-1,-3
COCc1c(C(=O)O)nnn1-c1cccc(Br)c1,-4,1
CCOC(=O)C1CCC(CNC(=O)N2CC3CCCN3c3ccccc32)CC1 (stereo not drawn),66*,-2
COc1ccc(C=C2Oc3cc(OS(=O)(=O)c4ccc(F)cc4)ccc3C2=O)c(OC)c1OC,-6,5
O=C(NCCn1ccc2ccccc21)C1(c2ccc(Cl)cc2)CCCC1,83*,8
Cn1c(SCC(=O)N2CCOCC2)nnc1-c1ccc(NC(=O)c2ccccc2F)cc1,1,1
CC(=O)Nc1ccc(N/C=C(\C#N)c2nc(-c3ccc([N+](=O)[O-])cc3)cs2)cc1,-1,-2
COC(C(=O)NCc1ccc(C)cc1)c1ccccc1 (stereo not drawn),-8,2
O=C(Nc1c2c(nn1-c1ccc(F)cc1)CSC2)c1ccccc1[N+](=O)[O-],31,-5
NCC1COc2ccccc2O1 (stereo not drawn),-6&0&2,-6&0

compound,mHTT-CaM PPI inh,Pf apPOL inh
CCOc1cc(OCC)cc(C(=O)NCc2ccccc2)c1,-11,3
COc1ccc(OC)c(C2CC(c3ccc(Br)cc3)=NN2C(=O)CCCC(=O)O)c1 (stereo not drawn),12,-13
CCOC(=O)C1=C(C)Nc2nnnn2C1c1cccc(Br)c1 (stereo not drawn),6,-1
CC1(C)C(C=C(Cl)Cl)C1C(=O)NC1CCCCCC1 (stereo not drawn),-45,1
CC(O)(C#CCN1CCCCC1)c1ccccc1 (stereo not drawn),-5,14
CC(=O)N1/C(=C/c2ccncc2)C(=O)c2ccccc21,-4,-7
COc1ccc(C)c2sc(N(Cc3cccnc3)C(=O)c3ccc([N+](=O)[O-])s3)nc12,-10,-2
C=CCn1c(SCC(=O)c2ccc([N+](=O)[O-])cc2)nnc1C12CC3CC(CC(C3)C1)C2,3,2
Cc1nc(N2CCCCC2)c2c(C)c(C(=O)Nc3ccc(Cl)cn3)sc2n1,-14,-2
CCc1ccc2nc(N3CCC(C(=O)N4CCCC4)CC3)sc2c1,17,34
CC(=O)COc1ccc2c(c1)OC(=Cc1ccc(C(C)C)cc1)C2=O,0,-4
NC(=O)c1c(NC(=O)c2cc(-c3ccc(F)cc3)on2)sc2c1CCCC2,-4,-4
O=C1CC(N2CCCCC2)C(=O)N1Cc1ccccc1 (stereo not drawn),2,-5
Cc1sc2ccn(C)c(=O)c2c1C(=O)NCCN1CCc2ccccc2C1,-2,-1
CN(CC(=O)N1CCc2ccccc2C1)S(=O)(=O)c1ccc(Br)cc1,-5,-2
CCOc1ccccc1NC(=O)N1CCN(CCNC(=O)c2ccc3c(c2)OCO3)CC1,-6,-7
COCn1c(-c2cccc(Br)c2)nc2ccccc21,-15,-11
Cc1ccc(S(=O)(=O)N2CC=C(c3cn(C)c4ncccc34)CC2)cc1Cl,65*,-1
Cc1cccc(C(=O)N2CCC(c3nc(C(=O)N4CCCCC4)c(C)o3)CC2)c1,3,1
COC(=O)c1cc(Nc2ccccc2)c2cccc(F)c2n1,-10,-6
Nc1ccccc1SC(CC(=O)c1ccccc1OCc1ccccc1)c1ccccc1 (stereo not drawn),·,-12
O=S(=O)(CCOc1ccccc1)N1CCN(c2ccccc2F)CC1,-15,-7
CN1C(=N)NC(=O)/C1=C\c1ccc(-c2ccc(F)cc2)o1,2,13
Cc1cc(C)[n+]2nc(C)sc2n1,-6,-2
CC(O)(CNC(=O)c1cnc2ccccc2n1)C1CC1 (stereo not drawn),0,0

compound,mHTT-CaM PPI inh,Pf apPOL inh
CCCCOc1ccc(C2=N/C(=C\c3ccc(F)cc3)C(=O)O2)cc1,3,15
COc1ccc(CC(NC=O)c2ccc(OC)c(OC)c2)cc1OC (stereo not drawn),-2,4
Cc1ccc(C(=O)NCC2CCN(c3cc(-c4cccnc4)[nH]n3)CC2)cc1,34,6
Cc1ccc(C(=O)N2CCN(c3ccc(Cl)cc3)C(=O)C2C)cc1 (stereo not drawn),7,0
CCOc1ccc2nc(SCC(=O)Nc3cc(C(=O)O)cc(C(=O)O)c3)sc2c1,0,-10
O=C(Nc1cccc(Cl)c1)c1ccc(-c2cnc(N3CCCC3)nc2)cc1,-9,-1
COc1ccc(C(=O)NCCc2nc3ccccc3[nH]2)cc1OC,-3,3
O=[N+]([O-])c1cc(Cl)c2cccnc2c1O,100*,-1
COc1cc(OC)c(C2C(C#N)=C(N)SC(N)=C2C#N)cc1OC,71*,·
CCc1onc(C)c1C1CCCN1C(=O)c1cc(-c2ccccc2)no1 (stereo not drawn),0,-2
COc1cc(C2C(C(N)=O)=C(C)Nc3nc(-c4ccccc4)nn32)cc(OC)c1OC (stereo not drawn),5,-5
O=C(C1=NN(CCc2ccccc2)c2ccccc2S1(=O)=O)N1CCCCCC1,-2,-3
CC(C)n1nc(CNC(=O)c2cccs2)c2ccccc21,-6,-7
CN(C)C(=O)c1ccnc(N2CCNC(c3ccccc3)C2)c1 (stereo not drawn),-3,21
O=C(Nc1nnc(-c2cccnc2)s1)c1ccccc1I,-2,-10
Cn1c(Sc2nc3ccc([N+](=O)[O-])cc3s2)nnc1-c1ccc(Cl)cc1Cl,-7,3
CC1=NN(c2ccc(C)c(C)c2)C(=O)/C1=C/c1ccc(N(C)C)c([N+](=O)[O-])c1,1,-4
CCN(CC)S(=O)(=O)c1ccc2oc(C(=O)Nc3ccc(F)cc3)c(C)c2c1,4,-13
Cc1ccccc1N1CC(C(=O)N2CCCCCC2)CC1=O (stereo not drawn),-2,-3
O=C(Nc1cccc(F)c1)c1cnc(-c2ccc(F)cc2)nc1-c1ccncc1,3,64*
CCCN(CCC)CCNC(=O)CSc1nc2nc(C)c(Cc3ccccc3)c(C)n2n1,3,-8
Cc1ccc(C(=O)N2CCC(CCNS(=O)(=O)c3cc(C)ccc3C)CC2)cc1,50,-8
Cc1ccc(C)c(Nc2nn3c(=O)c4cc(C)ccc4nc3s2)c1,0,-1
COc1ccc(N2CCN(C(=O)c3ccc4c(c3)NC(=O)C3CCCCN43)CC2)cc1 (stereo not drawn),1,-6
Cc1ccccc1Cc1c(C)nc2nc(SCC(=O)NCCN3CCOCC3)nn2c1C,6,-5

compound,mHTT-CaM PPI inh,Pf apPOL inh
O=C(CSc1oc(-c2cccs2)nc1S(=O)(=O)c1ccccc1)Nc1ccc(F)cc1,1,-10
C=CCOc1ccc(/C=c2\sc3ncnn3c2=O)cc1,-4,0
COC(=O)C(Cc1ccccc1)NS(=O)(=O)c1ccccc1Br (stereo not drawn),-9,-3
Cc1ccc(OCC(=O)Nc2c(C)ccc3nsnc23)c(C)c1,-3,-4
O=C1/C(=C/c2ccc([N+](=O)[O-])cc2)C=C(c2ccccc2)N1c1ccccc1,4,-4
COc1cc(OC)c(OC)cc1/C=C1/N=C(c2ccc(Br)o2)OC1=O,21,-3
COc1ccc(C(=O)N2CCCC(COc3cccc(C(=O)N4CCCCC4)c3)C2)cc1 (stereo not drawn),14,-1
COCCCNC(=O)c1cc2c(=O)n3ccccc3nc2n(CCCOC)c1=N,6,-8
Cc1c(NC(=O)C(=O)c2c(-c3ccccc3)cc3ccccn23)c(=O)n(-c2ccccc2)n1C,10,2
O=[N+]([O-])c1cccc(N=Cc2nc(-c3ccc(Cl)cc3)oc2O)c1,3,0
CN1C(=O)C2CCCCN2c2ccc(C(=O)NCc3ccc4c(c3)OCO4)cc21 (stereo not drawn),11,-1
Cc1cccc(CNC(=O)C2CCN(c3cncnc3N3CCN(C)CC3)CC2)c1,8,-7
COc1ccc(NC(=O)c2ccc(N(Cc3ccc(Cl)cc3)S(C)(=O)=O)cc2)cc1OC,38,-2
COc1ccc(C(=O)N2CC(=O)Nc3ccc(F)cc3C2c2ccc(F)cc2)c(OC)c1 (stereo not drawn),14,-1
CN(C)CCOc1ccccc1C(C)(C)C,-4,-5
CCC(=O)N1CCc2sc(C(=O)N3CCCCCC3)cc2C1,1,0
CSc1sc(Cl)c2c1C(=O)CC(C)(C)C2,·,4
CCOc1ccc(Br)cc1C1N2CC3(C)CN1CC(C)(C2)C3O (stereo not drawn),16,-6
CC(C)n1cc(NC(=O)Cn2cc([N+](=O)[O-])cn2)cn1,-3,·
Cc1ccccc1NC(=O)C(=O)NCc1ccncc1,1,-7
OCC1CCCN(CC2CCCCC2)C1 (stereo not drawn),3,2
Cc1ccc([N+](=O)[O-])cc1NC(=O)CCCc1ccccc1,3,-4
COc1cc(C(=O)Nc2cc(C)cc(C)n2)cc(OC)c1OC,1,-2
O=C(NC1CC1)c1ccc(OCC2CCCN(C(=O)c3ccc(F)c(F)c3)C2)cc1 (stereo not drawn),2,-4
COc1cccc(NC(=O)C(=O)NCCO)c1,-2,-6

By substructure: the entries above containing a COOH group.
compound,mHTT-CaM PPI inh,Pf apPOL inh
COCc1c(C(=O)O)nnn1-c1cccc(Br)c1,-4,1
COc1ccc(OC)c(C2CC(c3ccc(Br)cc3)=NN2C(=O)CCCC(=O)O)c1 (stereo not drawn),12,-13
CCOc1ccc2nc(SCC(=O)Nc3cc(C(=O)O)cc(C(=O)O)c3)sc2c1,0,-10

As a short view, part of the list above.
compound,mHTT-CaM PPI inh,Pf apPOL inh
O=C(NC1CC1)c1ccc(OCC2CCCN(C(=O)c3ccc(F)c(F)c3)C2)cc1 (stereo not drawn),2,-4
COc1cccc(NC(=O)C(=O)NCCO)c1,-2,-6

Next section.
compound,mHTT-CaM PPI inh,Pf apPOL inh
CC(C)(C)NC(=O)C1CCN(c2cccc(F)c2)C1=O (stereo not drawn),-2,-3
O=C1c2ccccc2C(=O)N1CNc1cccc(Cl)c1Cl,-9,-1
CN(C(=O)c1ccc(I)cc1)c1ccccc1,-6,-2
COc1ccc(OC)c(/C=C2\N=C(c3ccc(OC)c([N+](=O)[O-])c3)OC2=O)c1,-3,2
O=C1CSC(c2ccc3c(c2)OCO3)N1c1ccc(Cl)c(Cl)c1 (stereo not drawn),-12,-6
O=[N+]([O-])c1ccc(S(=O)(=O)NCC(c2cccnc2)N2CCOCC2)cc1 (stereo not drawn),-6,-2
COc1ccc(C(=O)N(C)C2CCCCC2)cc1,1,2
COc1ccccc1CNC(=O)C1CCN(c2nccn3nc(-c4cccs4)cc23)CC1,27,-2
COc1cccc(OC)c1C(=O)NCC(c1cccc2ccccc12)N1CCOCC1 (stereo not drawn),6,6
CC1(C)CC(=O)C(C=Nc2ccccc2C(F)(F)F)=C(O)C1,-4,0
CCCCOc1ccc(CN2CCC(O)CC2)cc1,-4,-4
COc1ccc(Br)cc1S(=O)(=O)n1c([N+](=O)[O-])cnc1C,-8,-1
CC(C)N1C(=O)c2cccnc2Sc2cc(C(=O)N3CCCN(C)CC3)ccc21,2,4
Cc1ccc([N+](=O)[O-])cc1S(=O)(=O)Nc1ccc2oc(=O)sc2c1,3,-8
CC(C)c1ccc(S(=O)(=O)NCCC2CCN(C(=O)c3ccccc3)CC2)cc1,51*,-1
Cc1[nH]nc2c1C(c1ccccc1OCc1cccc(Cl)c1)CC(=O)N2 (stereo not drawn),6,0
CCc1cccc(NC(=O)COc2cc(C)nc(N3CCCC3)n2)c1,-5,-1
CCCc1nc2cccnc2n1C1CCN(C(=O)c2cccc(Cl)c2)C1 (stereo not drawn),13,0
O=C(C1CCCC1)N1CCCN(Cc2nc(-c3ccc(Cl)cc3)no2)CC1,16,-9
Cc1nccn1S(=O)(=O)c1c(C(C)C)cc(C(C)C)cc1C(C)C,4,-3
Cc1ccccc1-n1nc2c(c1NC(=O)CSCc1ccccc1)CSC2,81*,1
COc1ccc(/C=C2/N=C(c3cccc(C)c3)OC2=O)c(OC)c1OC,-2,0

Whole records, looked up by structure. Order of values: mHTT-CaM PPI inh, Pf apPOL inh
CN(C(=O)c1ccc(I)cc1)c1ccccc1 in the list: -6, -2
COc1ccc(C(=O)N(C)C2CCCCC2)cc1 in the list: 1, 2
CC1=NN(c2ccc(C)c(C)c2)C(=O)/C1=C/c1ccc(N(C)C)c([N+](=O)[O-])c1 in the list: 1, -4
O=C(NC1CC1)c1ccc(OCC2CCCN(C(=O)c3ccc(F)c(F)c3)C2)cc1 (stereo not drawn) in the list: 2, -4
